MC4R antagonist – human MC4R antagonism in cAMP assay; MC4R-expressing cells, MTII-stimulated cAMP, LANCE TR-FRET; inhibition, % at 6.5 µM; 360,000 tested, 0.48% active;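 active means inhibition above its plate's cutoff, the mean of tested wells on that plate plus 3 SD, cut at about 29% in these data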;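 further: 0% = Melanotan II alone and 100% = Melanotan II plus saturating MCL0020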
Target sequence (P32245 whole entry, looked up): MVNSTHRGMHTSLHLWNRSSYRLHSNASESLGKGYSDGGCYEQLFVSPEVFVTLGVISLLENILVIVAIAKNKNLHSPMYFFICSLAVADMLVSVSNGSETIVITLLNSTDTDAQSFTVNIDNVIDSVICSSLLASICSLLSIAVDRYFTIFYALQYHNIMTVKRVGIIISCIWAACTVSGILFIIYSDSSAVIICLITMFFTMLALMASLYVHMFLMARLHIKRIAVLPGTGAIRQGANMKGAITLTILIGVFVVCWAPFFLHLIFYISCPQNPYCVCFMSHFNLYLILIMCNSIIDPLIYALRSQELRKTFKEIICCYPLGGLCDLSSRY
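Test system: U2OS cells stably expressing human melanocortin 4 receptor (MC4R); also added: Melanotan II challenge; compound: 6.5 µM single dose; timing: 30-min compound preincubation, 1-h Melanotan II challenge, 1-h detection, room temperature; signal: Eu-cAMP/anti-cAMP TR-FRET, emission 671 nm; repeats: one well per compound, no replicates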
Vif imaging – blocks HIV Vif function. AID 602346. HEK293T cells, Vif self-association by quenched fluorescence, imaging, 24 h. 340,000 tested, 0.35% active. inhibition, % at 7.49 µM; in the data active means inhibition above about 50%, passing the limit was not always enough; further: some results filed as inactive read as strong as hits
MC4R barr agon – human MC4R agonism via beta-arrestin; 360,000 tested, 0.98% active; U2OS MC4R beta-arrestin complementation, luminescence; percent of melanotan II response, DMSO zero; activation, % at 8.9 µM; P32245;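 active means activation above a per-plate cutoff, the mean activation of sample wells on that plate plus 3 SD, cut at about 8% in these data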
ABHD5 PLIN5 PPI – blocks binding of human ABHD5 to perilipin-5 | inhibition, % at 4 µM | Split G. princeps luciferase complementation, luminescence, 4 h | Q00G26+Q8WTS1 | 360,000 tested, 0.78% active;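 active means inhibition above the mean inhibition across every tested compound plus 3 SD, cut at about 22% in these data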;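 further: 0% = DMSO only wells and the 100% control is not disclosed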
aDG glyco up – increases alpha dystroglycan glycosylation; Pro5-aDG cells, alpha-DG glycosylation AlphaScreen (IIH6); 0% Pro5, 100% B10-LARGE cell signal; 360,000 tested, 0.22% active; activation, % at 10 µM;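 active means activation of at least 8% versus controls, or a plate z-score of at least 8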;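 further: Pro5 are CHO cells carrying HIG-tagged alpha-DG that lacks glycosylation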
ABCB6 inh 2 – human ABCB6 transporter inhibition | K562-ABCB6 porphyrin accumulation, flow cytometry, 1 h; active compounds read low | Q9NP58 | 360,000 tested, 0.19% active | fluorescence ratio to DMSO, % at 10 µM;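 active means fluorescence ratio to DMSO below 75%, the collection mean minus 3 SD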;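 further: signal is porphyrin accumulated inside mitochondria; 100% equals median channel fluorescence of DMSO control wells; lower ratio means ABCB6 inhibition with less porphyrin fluorescence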
NOD2 RIPK2 PPI – blocks binding of human NOD2 to RIPK2 | CHO BLA complementation NOD2-RIPK2, CCF4 ratio | inhibition, % at 4.98 µM | 360,000 tested, 0.38% active; in the data active means inhibition above about 21%;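 further: 0% = vehicle only and 100% = reference blocker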
Target sequence (O43353 whole entry, looked up): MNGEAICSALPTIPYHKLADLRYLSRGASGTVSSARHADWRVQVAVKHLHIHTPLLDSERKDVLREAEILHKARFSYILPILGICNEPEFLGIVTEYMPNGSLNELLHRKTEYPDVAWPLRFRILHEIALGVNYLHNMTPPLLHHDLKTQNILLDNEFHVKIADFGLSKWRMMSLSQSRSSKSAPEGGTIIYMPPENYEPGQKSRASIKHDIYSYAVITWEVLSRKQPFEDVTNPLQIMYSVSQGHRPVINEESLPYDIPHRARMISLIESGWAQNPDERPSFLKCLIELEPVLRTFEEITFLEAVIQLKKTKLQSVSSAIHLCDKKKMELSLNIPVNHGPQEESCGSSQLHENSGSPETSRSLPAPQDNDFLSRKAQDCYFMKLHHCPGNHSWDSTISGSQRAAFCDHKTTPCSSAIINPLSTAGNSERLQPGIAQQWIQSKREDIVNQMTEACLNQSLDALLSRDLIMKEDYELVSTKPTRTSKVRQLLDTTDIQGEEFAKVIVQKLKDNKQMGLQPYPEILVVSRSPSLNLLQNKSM
N-glyco inh – N-linked glycosylation inhibition | reporter increase, % at 12.5 µM | D54 ERlucT glycosylation luciferase reporter, 24 h; percent of 100 nM tunicamycin response | 360,000 tested, 0.23% active;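 active means mean luciferase reporter signal, scaled so untreated is 0 and the glycosylation-blocking control 100, at or above a set limit in every replicate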;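 further: luciferase carries N-glycosylation sites so blocking glycosylation raises the light; 0% = median of neutral control wells and 100% = median of 100 nM tunicamycin wells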
Exocytosis inh – lytic granule exocytosis inhibition; 360,000 tested, 0.66% active; AID 651702; inhibition, % at 10 µM; TALL-104 LAMP-1 surface exposure, flow cytometry; cells stimulated with thapsigargin and PMA;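 active means inhibition above about 55%, limit read from the data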
TLR9-MyD88 inh – inhibitors of human TLR9-MyD88 binding. inhibition, % at 4.98 µM. 340,000 tested, 0.21% active. CHO BLA complementation TLR9-MyD88, CCF4 FRET ratio;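 active means inhibition above the mean over all tested compounds plus 3 SD, cut at about 21% in these data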;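 further: 0% = DMSO only wells and 100% = clavulanate BLA inhibitor control wells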
An asterisk follows results filed as active; · = not tested or not shown.

| nr | Compound | ABHD5 PLIN5 PPI | NOD2 RIPK2 PPI | TLR9-MyD88 inh | MC4R barr agon | ABCB6 inh 2 | Vif imaging | MC4R antagonist | aDG glyco up | N-glyco inh | Exocytosis inh |
| --- | --- | --- | --- | --- | --- | --- | --- | --- | --- | --- | --- |
| 1 | COc1ccc(-c2nc3ccccc3c(=O)n2CCOc2c(C)cccc2C)cc1 | 1 | 4 | 14 | -4.5 | 103 | -12 | 8 | 0.5 | 0 | 0 |
| 2 | CC12C=CC(=O)C=C1CCC1C2CCC2(C)C(C(=O)CO)CCC12 (stereo not given) | 3 | -14 | -6 | 0.8 | 86 | -4 | -8 | -0.5 | -1 | 0 |
| 3 | O=C(N/N=C/c1ccc([N+](=O)[O-])o1)c1cccc(S(=O)(=O)N2CCOCC2)c1 | 7 | 12 | 0 | 1.3 | 100 | -3 | 11 | -0.1 | 6 | 0 |
| 4 | COc1ccc(C(c2nnnn2C2CCCC2)N2CCN(C(=O)c3ccco3)CC2)cc1OC (stereo not given) | 5 | 6 | -4 | 0.3 | 101 | 24 | 7 | 0.0 | 2 | 2 |
| 5 | COc1ccc(-c2nnc(SCC(=O)NC3CCCCC3)n2N)cc1 | -1 | 4 | 2 | 0.1 | 101 | 9 | 1 | 0.5 | 1 | -1 |
| 6 | Cc1onc(-c2ccccc2)c1-c1nnc(COC(=O)c2ccc(N(C)C)cc2)o1 | -6 | -3 | -3 | 0.6 | 91 | · | 19 | 0.0 | -6 | -5 |
| 7 | CCc1cccc(CC)c1N(COC)C(=O)Cn1ccccc1=N | 0 | -3 | 1 | -1.5 | 104 | 1 | 4 | -0.2 | 2 | -7 |
| 8 | COC(=O)c1cc(=O)n2c(sc3ccccc32)c1C#N | 5 | -4 | -4 | 0.7 | 100 | 0 | 4 | 0.1 | 1 | -4 |
| 9 | CNCC(O)COc1ccccc1 (stereo not given) | 1 | 4 | -5 | -0.1 | 101 | -1 | 15 | 1.6 | -1 | 0 |
| 10 | CCOC(=O)C1(O)CSc2nc3sc(C(=O)O)c(C)c3c(=O)n21 (stereo not given) | -2 | -16 | 0 | 1.0 | 105 | -16 | -1 | 0.0 | 2 | 16 |
| 11 | CC(C)(C)NC(=O)NC(=O)COC(=O)c1ccc(OC(F)F)cc1 | -4 | -5 | -2 | 1.7 | 102 | -2 | -3 | -0.2 | 3 | -3 |
| 12 | COc1ccc(NC(=O)C(OC(=O)Cn2cnc3c2c(=O)n(C)c(=O)n3C)c2ccccc2)cc1Cl (stereo not given) | -3 | -10 | -1 | -1.4 | 96 | 6 | 11 | -0.3 | 3 | 0 |
| 13 | CCOc1ccccc1N(CC(=O)NC1CCCCC1)C(=O)CCC(=O)Nc1nccs1 | 1 | -5 | -2 | -2.1 | 99 | 38 | 4 | 0.0 | -1 | -5 |
| 14 | Oc1ccc(N=Cc2ccc(OCc3ccccc3)cc2)cc1 | -2 | -3 | 3 | -2.0 | 106 | 19 | -6 | 1.4 | 1 | 2 |
| 15 | Cc1ccc(-n2c(SCC(=O)O)nc3sc4c(c3c2=O)C(C)CCC4)cc1 (stereo not given) | -4 | -9 | 2 | 0.0 | 91 | 2 | 3 | 0.0 | 1 | 3 |
| 16 | COC(=O)C(C)Oc1ccc2c(c1)O/C(=C\c1ccco1)C2=O (stereo not given) | 9 | -4 | 6 | -0.7 | 102 | -1 | -5 | 0.0 | -1 | 0 |
| 17 | O=C1C(N2CCOCC2)=C(n2nnc3ccccc32)C(=O)c2ccccc21 | -16 | -3 | 3 | -2.1 | 94 | · | -13 | 2.5 | -18 | 30 |
| 18 | COc1ccc(NC(=O)CN(C)C(=O)C2CC(=O)N(CCc3ccc(OC)c(OC)c3)C2)cc1 (stereo not given) | 1 | 5 | 9 | -2.7 | 97 | -5 | 7 | -0.1 | -1 | -4 |
| 19 | COc1cc(-c2nnn(CC#N)n2)ccc1OCc1ccccc1 | 3 | -24 | 2 | -0.8 | 99 | -3 | 8 | 0.2 | -1 | 3 |
| 20 | Cc1ccc(C(=O)N2CCN(c3ccccc3Cl)CC2)cc1[N+](=O)[O-] | 5 | 12 | 3 | -1.1 | 97 | -7 | 12 | -0.3 | -4 | -3 |
| 21 | CCOCCCNC(=S)N(Cc1ccco1)Cc1cc2cc3c(cc2[nH]c1=O)OCCO3 | -1 | -6 | -8 | -2.9 | 102 | 2 | 8 | 0.2 | 2 | 1 |
| 22 | COc1cccc(/C=N/Nc2cc(C)nc(-c3ccccc3O)n2)c1O | 0 | -1 | -5 | 4.0 | 102 | -10 | 4 | -0.5 | -18 | 4 |
| 23 | COC(=O)C(C)Sc1nnc(SC(C)C(=O)OC)s1 (stereo not given) | -10 | -8 | -1 | -1.7 | 98 | -6 | 1 | -0.1 | 0 | 11 |
| 24 | CC1CCCN(Cc2c(O)ccc3c(=O)c(-c4nc5ccccc5s4)c(N)oc23)C1 (stereo not given) | 15 | 1 | -6 | 1.1 | 98 | -1 | 23 | 0.5 | 2 | 27 |
| 25 | CC1C(=O)C(C)(C)C(=O)OC1c1ccc([N+](=O)[O-])cc1 (stereo not given) | -1 | -3 | -3 | -0.1 | 91 | -11 | 3 | 0.0 | -1 | 12 |
| 26 | COc1ccccc1C(=O)NCC(=O)N/N=C/c1cc(Br)ccc1OC(=O)/C=C\c1ccco1 | 6 | -2 | -7 | -0.6 | 97 | 7 | -1 | 0.8 | -3 | 7 |
| 27 | COc1ccc(NS(=O)(=O)c2cc(NC(=O)CC3CCCC3)ccc2N2CCOCC2)cc1 | 1 | 4 | -2 | -1.1 | 103 | 5 | 8 | -0.4 | 0 | 2 |
| 28 | COC(=O)c1cccc(NC(=O)CSc2nc(O)c(-c3ccccc3)c(=O)[nH]2)c1 | 5 | -4 | -7 | -0.3 | 97 | 1 | -6 | -0.3 | 2 | 0 |
| 29 | CCS(=O)(=O)N1CCN(c2c(Cl)cccc2[N+](=O)[O-])CC1 | -4 | 5 | -8 | 1.4 | 88 | 0 | 10 | -0.5 | -1 | 0 |
| 30 | O=C(Nc1ccc(Cl)cn1)c1ccc2ccccc2n1 | 7 | 0 | 2 | 1.5 | 94 | -4 | 1 | 0.4 | 0 | 0 |
| 31 | COc1cc(OC)c(OC)cc1CNCCNC(=O)c1nonc1N | 3 | 7 | -11 | -2.8 | 97 | -3 | 2 | 0.4 | 0 | -2 |
| 32 | CC1(C(=O)OCC(=O)NCc2ccc(Cl)cc2)CC1(Cl)Cl (stereo not given) | -6 | -6 | -4 | 0.1 | 102 | 18 | 5 | 0.3 | -1 | -1 |
| 33 | Clc1ccc2nc(-c3ccccc3)c(CC3CCCCC3)n2c1 | -7 | -10 | · | · | 96 | · | · | 0.1 | 1 | 4 |
| 34 | Cc1ccc(C)c(N2CCN(C(=O)Cc3ccc(NC4=NC5CS(=O)(=O)CC5S4)cc3)CC2)c1 (stereo not given) | -7 | 6 | 1 | -0.5 | 97 | -8 | 8 | 0.4 | 4 | 4 |
| 35 | N#Cc1cccc(NC(=O)CNc2cc(S(=O)(=O)N3CCOCC3)ccc2N2CCCC2)c1 | -3 | 7 | -10 | -0.7 | 100 | 7 | 13 | -0.6 | 1 | -3 |
| 36 | OCc1cc(CO)c(O)c(CCc2ccccc2)n1 | 6 | -9 | -6 | 1.9 | 150 | 6 | 4 | -0.2 | 0 | 1 |
| 37 | Cc1ccc(N(C(=O)Cc2cccs2)C(C(=O)NC2CCCC2)c2ccncc2)cc1 (stereo not given) | 4 | -10 | 1 | -0.2 | 104 | -32 | -4 | -0.3 | 0 | 14 |
| 38 | O=C(N/C(=C/c1ccccc1Cl)C(=O)N1CCCCC1)c1ccco1 | 6 | 8 | 0 | -0.8 | 100 | -28 | -2 | 0.1 | -1 | -8 |
| 39 | COc1ccc(CC2(CO)CCN(Cc3cccc(OC)c3OC)CC2)cc1 | 3 | 3 | -2 | -1.9 | 99 | 4 | 2 | 0.4 | -2 | 11 |
| 40 | CC(NC(=O)CC(O)(C(F)(F)F)C(F)(F)F)c1ccccc1 (stereo not given) | 3 | 2 | -1 | 1.4 | 99 | -3 | 3 | 0.0 | 0 | -2 |
| 41 | O=C1CCCN1CN(C(=O)c1ccc2c(c1)OCO2)c1cccc(Cl)c1 | -2 | 2 | -2 | -2.3 | 100 | -7 | 4 | -0.2 | 2 | 0 |
| 42 | O=C(CC(c1ccccc1)(c1ccccc1)c1ccccc1)N[C@@H](Cc1ccccc1)C(=O)O | 2 | -2 | -8 | -0.3 | 95 | 1 | 9 | -0.1 | 5 | 10 |
| 43 | CNC(=O)CSc1nnc(-c2ccncc2)n1Cc1ccccc1 | -4 | -3 | 5 | -3.3 | 98 | 12 | -1 | -0.4 | 3 | -2 |
| 44 | CCN(CC)S(=O)(=O)c1ccc(OC)c(NC(=O)c2cc(=O)[nH]c3ccccc23)c1 | 6 | -2 | -4 | -1.1 | 98 | -6 | -2 | 0.1 | 0 | 0 |
| 45 | CC(=O)c1c(C)[nH]c(C(=O)Nc2cccc(C(F)(F)F)c2)c1C | -6 | -1 | 1 | 2.0 | 105 | 3 | 4 | 0.2 | 9 | -1 |
| 46 | Cc1ccc(/C=C(/C#N)C(=O)NC(=O)Oc2ccccc2)cc1 | 0 | 7 | 1 | -0.6 | 87 | 5 | 0 | -0.1 | 2 | 4 |
| 47 | COC(=O)CC1Oc2ccc(C)cc2NC1=O (stereo not given) | 5 | 6 | -12 | -0.9 | 103 | 1 | 1 | -0.2 | 0 | 2 |

Pulled by compound from the entries so far (6):
| nr | Compound | ABHD5 PLIN5 PPI | NOD2 RIPK2 PPI | TLR9-MyD88 inh | MC4R barr agon | ABCB6 inh 2 | Vif imaging | MC4R antagonist | aDG glyco up | N-glyco inh | Exocytosis inh |
| --- | --- | --- | --- | --- | --- | --- | --- | --- | --- | --- | --- |
| 21 | CCOCCCNC(=S)N(Cc1ccco1)Cc1cc2cc3c(cc2[nH]c1=O)OCCO3 | -1 | -6 | -8 | -2.9 | 102 | 2 | 8 | 0.2 | 2 | 1 |
| 6 | Cc1onc(-c2ccccc2)c1-c1nnc(COC(=O)c2ccc(N(C)C)cc2)o1 | -6 | -3 | -3 | 0.6 | 91 | · | 19 | 0.0 | -6 | -5 |
| 42 | O=C(CC(c1ccccc1)(c1ccccc1)c1ccccc1)N[C@@H](Cc1ccccc1)C(=O)O | 2 | -2 | -8 | -0.3 | 95 | 1 | 9 | -0.1 | 5 | 10 |
| 25 | CC1C(=O)C(C)(C)C(=O)OC1c1ccc([N+](=O)[O-])cc1 (stereo not given) | -1 | -3 | -3 | -0.1 | 91 | -11 | 3 | 0.0 | -1 | 12 |
| 4 | COc1ccc(C(c2nnnn2C2CCCC2)N2CCN(C(=O)c3ccco3)CC2)cc1OC (stereo not given) | 5 | 6 | -4 | 0.3 | 101 | 24 | 7 | 0.0 | 2 | 2 |
| 12 | COc1ccc(NC(=O)C(OC(=O)Cn2cnc3c2c(=O)n(C)c(=O)n3C)c2ccccc2)cc1Cl (stereo not given) | -3 | -10 | -1 | -1.4 | 96 | 6 | 11 | -0.3 | 3 | 0 |

A portion of the library (hit frequency here may not be typical).
